From PubChem BioAssay
M4 PAM: positive allosteric modulators of human muscarinic M4 receptor | 360,000 tested, 0.4% active | CHO-K1 hM4/Gqi5, Fluo-8 calcium fluorescence, ACh EC20; 0% = ACh EC20, 100% = maximal ACh | P08173 | activation, % at 3 µM;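 active means activation above its plate's cutoff, the mean activation of sample wells plus 3 SD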; further: some results filed as inactive read as strong as hits
CRFR2-BP ag: agonists of human CRF-binding protein/CRF-R2 receptor complex. HEK293 CRF-R2/CRF-BP, calcium dye fluorescence (FLIPR); percent of saturating CRF peptide response. activation, % at 13.2 µM. 350,000 tested, 0.46% active. AID 588473;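 active means activation of at least 50%, plus an integration ratio under a set limit after plate pattern correction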;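 further: plate controls were neutral control wells without compound for no effect and CRF at EC100 for full effect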
M1 PAM parental: nonselective activator or artifact in parental CHO-K1 calcium assay; 360,000 tested, 0.02% active; activation, % at 3 µM; AID 602247; ATP EC20, Fluo-8 calcium fluorescence; 0% at ATP EC20, 100% at ATP max;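 active means activation above the run cutoff, the mean activation of all test compounds plus 3 SD, cut at about 40% in these data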;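 further: peak over basal fluorescence ratio in a 140 s read after ATP addition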
CHRM5 antagonist: blocks acetylcholine activation of human M5 receptor | inhibition, % at 3 µM | 360,000 tested, 0.59% active | AID 624040 | CHO-hM5 cells, Fluo-8 calcium fluorescence, ACh EC80 | P08912;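 active means inhibition above a per-plate cutoff, the mean of that plate's test compounds plus 3 SD, cut at about 27% in these data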;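 further: 0% = acetylcholine EC80 with DMSO and 100% = DMSO without agonist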
Target sequence (P08912 whole entry, looked up): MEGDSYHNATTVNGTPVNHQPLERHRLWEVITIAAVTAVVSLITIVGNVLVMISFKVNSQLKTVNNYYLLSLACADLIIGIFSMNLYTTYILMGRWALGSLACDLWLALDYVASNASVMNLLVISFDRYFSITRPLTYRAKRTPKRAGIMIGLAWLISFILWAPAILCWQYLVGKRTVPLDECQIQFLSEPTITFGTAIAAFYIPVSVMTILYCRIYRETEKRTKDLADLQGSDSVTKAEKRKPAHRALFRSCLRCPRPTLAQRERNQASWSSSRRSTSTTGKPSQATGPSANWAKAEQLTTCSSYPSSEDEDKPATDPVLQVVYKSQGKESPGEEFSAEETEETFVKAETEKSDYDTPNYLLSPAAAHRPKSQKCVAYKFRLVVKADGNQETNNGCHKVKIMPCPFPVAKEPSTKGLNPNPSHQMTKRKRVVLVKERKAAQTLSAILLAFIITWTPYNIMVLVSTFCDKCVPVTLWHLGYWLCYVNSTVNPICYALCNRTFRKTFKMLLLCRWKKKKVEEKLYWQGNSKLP
CRFR2-BP antag: antagonists of CRF-binding protein/CRF-R2 receptor complex | 350,000 tested, 0.59% active | inhibition, % at 11.8 µM | HEK293 CRF-R2/CRF-BP, CRF-induced calcium fluorescence;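 active means inhibition of the ligand-induced calcium signal above about 50% at the single tested concentration, limit read from the data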
M5 PAM: CHRM5 positive allosteric modulation; CHO-K1 hM5, Fluo-8 calcium, ACh EC20 PAM; 0% = ACh EC20, 100% = ACh EC100; activation, % at 3 µM; 360,000 tested, 0.3% active; AID 624038;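 active means activation above the run cutoff, the mean activation of all test compounds plus 3 SD, cut at about 18% in these data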
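system = human M5 receptor in CHO-K1 cells | compound = one concentration, 3 µM final (nominal) | schedule = Post-acetylcholine fluorescence recording 140 s | signal = Fluo-8 calcium dye fluorescence, kinetic read | benchmarks = low control EC20 acetylcholine (0%), high control EC100 acetylcholine (100%) | repeats = singlicate, one well per test compound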
TAAR1 ag: agonists of human TAAR1; CHO RD-HGA16 TAAR1, Fluo-8 calcium fluorescence; vehicle wells 0%, saturating PEA agonist 100%; 360,000 tested, 0.99% active; Q96RJ0; activation, % at 3 µM;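 active means activation above the mean activation of all test compounds in the run plus 3 SD, cut at about 38% in these data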
Target sequence (Q96RJ0 whole entry, looked up): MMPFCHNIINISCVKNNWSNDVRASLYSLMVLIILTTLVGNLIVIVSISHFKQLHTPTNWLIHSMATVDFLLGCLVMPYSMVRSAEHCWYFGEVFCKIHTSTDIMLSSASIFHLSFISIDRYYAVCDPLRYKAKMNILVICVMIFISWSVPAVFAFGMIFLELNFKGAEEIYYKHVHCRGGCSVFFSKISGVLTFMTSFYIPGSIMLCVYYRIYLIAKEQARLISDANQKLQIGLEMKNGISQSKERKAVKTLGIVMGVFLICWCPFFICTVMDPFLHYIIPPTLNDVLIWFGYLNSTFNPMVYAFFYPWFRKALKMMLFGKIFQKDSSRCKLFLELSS
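System: CHO-derived RD-HGA16 cells with stable Gα16 and human TAAR1. Times: 17-24 h plating, Fluo-8 75 min 37 °C, 30 min RT. Measured by: calcium-sensitive Fluo-8 signal, excitation 470-495, emission 515-575 nm. Read-out basis: % activation relative to PEA EC100 response. Control set: DMSO and PEA EC100. Repeats: no replicates (n 1).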
M5 ag: CHRM5 agonism in calcium assay; P08912; CHO-K1 hM5 cells, Fluo-8 calcium fluorescence; 0% DMSO wells, 100% maximal acetylcholine response; activation, % at 3 µM; 360,000 tested, 0.19% active;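 active means activation above the run's mean over test compounds plus 3 SD, cut at about 23% in these data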;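 further: signal is peak over basal fluorescence ratio across the kinetic read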
TAAR1 antag: human TAAR1 antagonism; Q96RJ0; CHO RD-HGA16 TAAR1, Fluo-8 calcium fluorescence, antagonist; inhibition, % at 3 µM; 360,000 tested, 1.5% active; AID 624466;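 active means inhibition above a per-plate cutoff, the mean inhibition of test compounds on that plate plus 3 SD, cut at about 49% in these data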;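 further: 0% = DMSO plus EC80 beta-PEA response and 100% = DMSO alone without agonist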
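Test system: RD-HGA16 CHO cells with stable hTAAR1 and Gα16 / Probe or stimulus: EC80 β-phenethylamine stimulus / Times: seeding 17-24 h prior, 75-min 37 °C, 30-min RT dye loading / Detection: Fluo-8 calcium-sensitive fluorescence / Read-out basis: % inhibition scaled between DMSO and EC80 PEA controls / Repeats: singlicate, one well per test compound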
Numbers without * were called inactive; · = not tested or not shown.

SMILES	M1 PAM parental	M5 PAM	M4 PAM	M5 ag	CRFR2-BP ag	TAAR1 antag	CHRM5 antagonist	CRFR2-BP antag	TAAR1 ag
CCCN(C(=O)COC(=O)COc1c(C)cccc1C)c1c(N)n(Cc2ccccc2)c(=O)[nH]c1=O	20	9	6	0	1.4	-17	3	3	0
O=C(NS(=O)(=O)c1ccccc1[N+](=O)[O-])c1ccccc1	-6	5	-1	-1	0.9	-7	-13	4	0
CC(C)CCN(C(=O)Cc1ccc(Cl)c(Cl)c1)c1c(N)n(Cc2ccccc2)c(=O)[nH]c1=O	9	-3	7	2	2.6	-1	5	-6	2
O=C1N(CCCl)c2ccc(Br)cc2C12OCCO2	-1	2	-4	1	-2.7	3	4	8	2
N#Cc1c(SC(C(=O)O)c2ccccc2)nc2c(c1-c1cccs1)CCCC2 (centres undefined)	5	-1	1	4	-2.1	-10	5	11	38*
CCN(CC)S(=O)(=O)c1ccc(O)c(C(=O)OCC(=O)N2c3ccccc3CC2C)c1 (centres undefined)	-2	-6	10	-4	0.3	-12	6	6	2
Cc1ccc(-c2nnc(SCC(=O)Nc3ccccc3F)o2)cc1	14	1	5	2	-1.4	-4	-3	-5	-2
Cc1c(CC(=O)NCC(=O)N[C@H](Cc2ccccc2)C(=O)O)c(=O)oc2cc(O)ccc12	12	-3	1	1	2.1	-7	5	-6	3
Cc1ccc(Nc2nc(N)nc(CSC(=S)N3CCN(c4ccccc4)CC3)n2)cc1	-2	-4	5	-1	0.8	-25	-4	-9	-1
O=C(O)c1ccc2c3n(nc2c1)-c1ccc(Cl)cc1CO3	·	·	·	·	-1.8	-10	·	2	6
CC1(C)CC(=O)C=C(CN2C(=O)c3ccccc3C2=O)C1=O	-15	1	2	0	-0.5	18	9	7	2
O=C(CN1CCCC1)NC12CC3CC(CC(C3)C1)C2	24	-2	8	0	0.7	6	2	15	4
Cc1cn(S(=O)(=O)c2ccc(Br)cc2)cn1	3	-6	-6	-1	0.7	-4	6	0	0
CN1CCNC(=O)C1CC(=O)NCC1(c2ccccc2)CCCCC1 (centres undefined)	-10	7	-2	-1	0.8	-12	-17	-8	5
O=C1CC(=O)Nc2cc(S(=O)(=O)N3CCOc4ccccc43)ccc2N1	1	0	3	2	-2.2	-11	-7	3	2
CN(C)C(=O)CCc1ccc2c3c([nH]c2c1)[C@]1(C)[C@@H](C(=O)N2CCCCC2)C[C@H](CC(=O)NCCc2ccccn2)C(=O)N1CC3	19	-1	0	-2	-0.4	-20	4	-7	16
CCOP(=O)(OCC)C(Nc1ccccc1)c1cc(OC)ccc1OC (centres undefined)	-9	-3	-11	-2	-0.3	-10	5	-12	0
CCOC(=O)C1CCN(C2CCN(C(=O)c3oc4c(F)cccc4c3C)CC2)CC1	1	-9	-5	-4	1.6	-16	23	18	1
O=C(Nc1ccc(S(=O)(=O)N2CCCC2)cc1)c1ccc([N+](=O)[O-])o1	-20	-19	8	-1	-0.7	·	7	2	·
Cc1cc(=O)oc2cc(OCC(=O)NCc3ccncc3)ccc12	15	3	2	0	0.4	-10	0	6	6
O=C(COc1ccccc1)Nc1nnc(S(=O)(=O)N2CCCCCC2)s1	-4	-5	1	4	-0.4	11	7	2	6
Cc1cccc(N(C)S(=O)(=O)c2ccc3c(c2)NC(=O)CC(=O)N3)c1	16	-7	0	-1	-1.7	8	-8	14	6
CCN(CC)c1ccc(NC(=O)CSC(=O)c2ccccc2)cc1	-22	7	10	-6	-3.0	-26	4	15	-3
Cc1ccc(NC(=O)N2CCC(c3nc4c(nnn4Cc4cccc(Cl)c4)c(=O)[nH]3)CC2)cc1	-9	8	-2	-4	-0.4	-16	-9	-13	-1
Cc1ccc(CNC(=O)C2CCCN(S(C)(=O)=O)C2)cc1 (centres undefined)	-8	-3	3	0	-2.9	2	-4	6	3
COCCn1c(=S)[nH]c2cc(C(=O)N3CC(C)CC(C)C3)ccc2c1=O (centres undefined)	·	·	·	·	2.9	-6	·	-26	2
CCOC(=O)Cc1csc(NC(=O)c2cccc(N3C(=O)CCC3=O)c2)n1	18	-1	5	5	6.0	-8	2	-13	5
c1ccc(CSc2ncccn2)cc1	3	1	-6	0	1.1	-5	9	-11	7
N=c1c2c(n(Cc3ccc([N+](=O)[O-])cc3)c3c1CCC3)CCCC2	-1	0	-8	-10	1.1	-6	5	7	9
COc1ccc(C(C)=O)cc1COC(=O)c1ccc2c(c1)OCO2	7	-3	-4	-1	-1.2	-5	-4	-2	23
CCn1ncc(C(=O)Nc2cc(C)on2)c1C	15	-2	4	-2	10	-5	1	-2	3
CC(=O)NC(=S)NNC(=O)C(c1ccccc1)c1ccccc1	0	10	0	-1	-0.1	4	-2	-8	18
CC1CCCCC1NC(=O)CCC(=O)N1CCOc2ccc(Cl)cc21 (centres undefined)	-5	0	-2	-2	-0.8	-13	15	-4	6
O=C(NCCCO)/C(=C\c1cn(-c2ccccc2)nc1-c1cccnc1)NC(=O)c1ccccc1	-12	-4	3	1	2.2	8	-6	-7	9
Cc1nnc2c(NC(C)C)nc3ccccc3n12	-2	-1	4	1	5.4	-6	0	11	0
CCOC(=O)c1c(C)c(C(=O)NCCc2ccccc2)c(C)n1C	9	-1	-6	-3	-1.7	-8	1	2	21
CC12C=CC3(O1)C(C(=O)N(c1ccccc1)C3C(=O)NC1CCCC1)C2C(N)=O (centres undefined)	9	2	0	0	-2.4	-27	-6	21	3
Cc1cccc(NC(=O)CN2C(=O)S/C(=C\c3cc(C)n(C)c3C)C2=O)c1	21	-15	-1	0	1.5	45	13	2	12
COc1ccc(NC(=O)Nc2ccc(Br)c(C)c2)cc1	10	-11	-12	1	-0.3	36	14	12	9
O=C(/C=C/c1cccc(Cl)c1)NCc1ccncc1	27	3	0	-1	-0.4	-2	-3	-1	11
O=C(c1cn(Cc2ccccc2)nc1-c1cccnc1)N1CCc2ccccc2C1	16	9	3	0	-1.5	-5	-11	1	4
CCOc1cccc(-c2nc3cc(C)ccc3o2)c1	-5	-8	5	2	0.7	-16	5	-5	1
O=C(COn1nnc2ccc(Cl)cc21)Nc1ccc(F)cc1	5	-1	0	-9	-0.2	13	-8	-4	0
O=C(CSc1nncn1-c1ccccc1)Nc1ccccc1F	12	5	3	0	-1.6	-8	-7	8	5
C=CCNC(=S)N/N=C/c1ccc(C)c([N+](=O)[O-])c1	-1	-5	19	-1	-1.1	-8	13	11	10
O=C(c1ccc(NC(=O)C2(c3ccccc3)CCCC2)cc1)N1CCOCC1	2	0	-2	-1	-1.4	7	2	-8	0
O=C(CCc1ccccc1)Nc1ccccc1OC(=O)c1ccccc1	5	0	-1	0	-2.4	3	11	-11	3
O=C(C1=C[C@H](C2CCCCC2)C[C@H](OCCCCO)O1)N1CCOCC1	14	2	12	2	-2.9	-22	6	6	19
O=C(O)Cc1ccc(NC(=O)Nc2cccc3ccccc23)cc1	5	-4	1	-5	1.5	-9	12	-1	0
COc1ccc(N2C3=[N+](CCCC3)CC2(C)O)cc1 (centres undefined)	-3	1	5	0	2.4	-19	-6	4	5
O=S(=O)(Nc1ccc(-c2ccc3nncn3n2)cc1)c1cccs1	6	0	12	5	1.2	-17	6	-9	5
CCO[C@H]1OC(C(=O)NCc2ccccc2)=C[C@@H](c2ccc(Br)cc2)[C@@H]1CCCO	0	7	-2	9	3.5	17	1	-16	30
CC1CCCC(NC(=O)COC(=O)c2c[nH]c(=O)[nH]c2=O)C1C (centres undefined)	7	0	11	-1	-0.1	-11	-3	-55	1
O=C(NCCN1C(=O)S/C(=C\c2ccc(OC(F)F)cc2)C1=O)[C@@H]1CCCN1C(=O)c1cccs1	1	-6	-9	-2	2.0	11	4	-6	4
NC(=O)CSc1oc(-c2ccco2)nc1S(=O)(=O)c1ccc(Br)cc1	-6	6	5	-1	-0.4	·	0	-8	·
Cc1ccc(S(=O)(=O)NCc2ccncc2)cc1C	-5	-15	-15	0	6.5	26	26	6	5
COc1ccc(CNC(=O)CN(C(=O)c2csnn2)c2ccc(F)cc2)cc1	14	-6	4	-3	-1.3	-20	6	-3	1
N#CC1(NC(=O)COC(=O)CNC(=O)c2sc3ccccc3c2Cl)CCCCC1	-11	12	7	0	-0.1	-13	-18	3	-2
O=C(O)c1sccc1S(=O)(=O)c1ccccc1	6	9	20	-5	1.2	-2	-4	-14	-2
